Screens deposited in PubChem BioAssay by several laboratories.
Scp-1 inhibitor – Scp-1 (human) phosphatase inhibition; inhibition, % at 20 µM; 340,000 tested, 0.88% active; AID 493091; Q9GZU7; Recombinant Scp1, phosphopeptide, malachite green phosphate absorbance;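 active means inhibition above about 50% at 20 µM, limit read from the data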;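 further: plate controls were DMSO wells with enzyme for no effect and wells lacking enzyme for full effect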
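Material: truncated SCP-1 phosphatase (76-261aa) / Buffer or medium: 50 mM Tris acetate pH 5.5, 0.005% Tween-20, 10 mM MgCl2 / Compound dosing: one concentration, 20 µM, with 1.0% DMSO / Incubation: 45 min room-temperature reaction, 5 min colour, 30 min stabiliser / Detection: colorimetric free-phosphate detection, absorbance 630 nm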
Rpn11 block – blocks the human proteasome subunit Rpn11; O00487; human 26S proteasome, Ub4-pepOG fluorescence polarization; 20S core pre-blocked with epoxomicin; calls only at 20 µM; 360,000 tested, 0.59% active; AID 588493;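 active means inhibition at 20 µM, scaled to each plate's controls, above about 33%, limit read from the data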
DNMT1 block – blocks human DNA methyltransferase DNMT1; P26358; DNMT1 molecular beacon, Hinp1I cleavage, fluorescence; inhibition (reported as % activation of signal), % at 10 µM; 360,000 tested, 0.83% active; AID 588458; in the data active means inhibition above about 50%
Target sequence (P26358 504-1616 limits assumed): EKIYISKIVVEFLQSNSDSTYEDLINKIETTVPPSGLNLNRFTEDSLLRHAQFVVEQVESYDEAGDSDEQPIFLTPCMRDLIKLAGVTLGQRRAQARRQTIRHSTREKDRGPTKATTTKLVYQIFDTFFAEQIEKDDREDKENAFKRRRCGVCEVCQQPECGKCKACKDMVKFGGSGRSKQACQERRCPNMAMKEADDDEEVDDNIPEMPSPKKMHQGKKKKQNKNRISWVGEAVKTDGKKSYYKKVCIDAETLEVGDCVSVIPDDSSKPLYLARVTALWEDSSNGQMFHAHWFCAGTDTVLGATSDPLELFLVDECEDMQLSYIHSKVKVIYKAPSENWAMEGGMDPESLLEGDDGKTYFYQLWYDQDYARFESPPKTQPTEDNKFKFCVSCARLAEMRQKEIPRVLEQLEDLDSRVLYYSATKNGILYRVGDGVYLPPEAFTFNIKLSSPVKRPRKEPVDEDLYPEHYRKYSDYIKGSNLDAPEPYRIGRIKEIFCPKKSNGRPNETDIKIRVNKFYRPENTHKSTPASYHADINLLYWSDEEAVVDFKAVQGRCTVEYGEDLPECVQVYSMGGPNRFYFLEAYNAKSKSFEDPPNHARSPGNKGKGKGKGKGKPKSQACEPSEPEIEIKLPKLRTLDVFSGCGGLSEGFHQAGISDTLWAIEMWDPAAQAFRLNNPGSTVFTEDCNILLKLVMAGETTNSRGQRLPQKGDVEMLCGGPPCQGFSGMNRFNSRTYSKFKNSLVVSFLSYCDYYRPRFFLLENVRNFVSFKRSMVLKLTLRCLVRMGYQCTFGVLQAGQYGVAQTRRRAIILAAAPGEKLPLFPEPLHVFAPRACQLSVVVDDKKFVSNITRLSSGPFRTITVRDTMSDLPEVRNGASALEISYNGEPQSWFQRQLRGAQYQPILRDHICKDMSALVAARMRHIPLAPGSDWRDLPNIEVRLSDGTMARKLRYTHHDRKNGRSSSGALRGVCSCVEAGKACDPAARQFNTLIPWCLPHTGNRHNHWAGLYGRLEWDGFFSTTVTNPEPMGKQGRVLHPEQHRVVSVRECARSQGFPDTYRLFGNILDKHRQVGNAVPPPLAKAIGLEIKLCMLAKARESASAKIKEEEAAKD
MsrA inhibitor – inhibitors of bovine MsrA | purified bovine MsrA, absorbance read-out | inhibition, % at 15.5 µM | 360,000 tested, 0.75% active | AID 651718; in the data active means inhibition above about 4.5%;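 further: 0% = vehicle wells with enzyme and 100% = reference inhibitor wells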
NadD block – blocks S. aureus nicotinate mononucleotide adenylyltransferase | inhibition, % at 20 µM | AID 602399 | purified NadD enzyme, colorimetric absorbance read-out | 360,000 tested, 0.78% active; in the data active means inhibition above about 26%; further: some compounds past the cut are filed as inactive
LMPTP inh – blocks human LMPTP phosphatase. P24666. recombinant LMPTP-A, OMFP fluorogenic substrate, fluorescence intensity. inhibition, % at 20 µM. 360,000 tested, 0.22% active;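 active means compounds that cut the enzyme signal by at least half of the control window in the single-dose screen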;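 further: plate controls were DMSO wells with enzyme plus substrate for no effect and substrate without enzyme for full effect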
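Assay system: LMPTP-A enzyme. Input: 0.625 nM LMPTP-A final. Probe or stimulus: 400 µM OMFP. Compound dosing: single 20 µM dose. Schedule: 50 min dark incubation at room temperature. Detection: fluorescence intensity of OMFP turnover product. Read-out: percent inhibition versus substrate-only and uninhibited controls. Benchmarks: no-enzyme low control, uninhibited high control.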
CSN deneddyl inh – blocks human CSN-mediated cullin deneddylation | AID 651999 | inhibition, % at 12.5 µM | Q92905 | Purified CSN, SCF-Nedd8-OG deneddylation, fluorescence polarization | 360,000 tested, 0.38% active;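 active means pattern-corrected inhibition above about 35%, with an unprinted fluorescence ratio check between 0.5 and 1.5, limit read from the data, passing the limit was not always enough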;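 further: 0% = enzyme with substrate and 100% = substrate without enzyme; some results filed as inactive read as strong as hits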
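Assay system: HEK293T-derived human Csn5 enzyme; quantity: 0.24 nM enzyme; medium: Tris/NaCl/DTT buffer, pH 7.5; also added: substrate SCFSkp2-Nedd8OG, 10 nM; doses: 12.5 µM compound; schedule: 90 min reaction at room temperature; signal: FP; read-out: % inhibition of substrate cleavage by Csn5; benchmarks: substrate-only high control, full reaction low control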
STEP block – STEP (human) phosphatase inhibition | P54829 | recombinant STEP, OMFP fluorogenic substrate, fluorescence | inhibition, % at 20 µM | 360,000 tested, 0.25% active | AID 588621;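 active means inhibition at 20 µM, scaled per plate between control wells, above about 37%, limit read from the data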;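 further: 0% = DMSO with enzyme and substrate and 100% = substrate only without enzyme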
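Also added – OMFP at 25 µM · Test system – STEP tyrosine phosphatase · Technique – FITC-channel fluorescence of OMFP product · Schedule – 20 min at room temperature, dark · Evaluation – control-normalized % inhibition with plate pattern correction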
TbMetRS inhib – blocks T. brucei methionyl-tRNA synthetase activity; purified T. brucei MetRS, ATP depletion, Kinase-Glo luminescence; inhibition, % at 11.9 µM; 360,000 tested, 0.4% active;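 active means inhibition above a per-plate cutoff of the control wells' mean inhibition plus 3 SD, cut at about 5.5% in these data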;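 further: 0% = DMSO wells median and 100% = median of wells with control inhibitor compound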
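Material: parasite MetRS enzyme / Replication: singlicate, one well per compound / Signal: luminescence of leftover ATP / Schedule: 2 h aminoacylation at 25 °C after 15 min preincubation / Medium: HEPES-MgCl2-KCl buffer plus DTT, spermine, BSA, pyrophosphatase / Doses: 11.9 µM single point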
SUMO1 PPI mod – SUMO1-SIM interaction modulation; AID 602429; SUMO1 binding to a labelled peptide, TR-FRET, 1 h; P63165; 360,000 tested, 0.33% active; inhibition, % at 20 µM; in the data active means inhibition above about 37%
Numbers without * were called inactive; i = inactive; . = not tested or not shown; + = active, no number.

molecule	Scp-1 inhibitor	Rpn11 block	DNMT1 block	MsrA inhibitor	NadD block	LMPTP inh	CSN deneddyl inh	STEP block	TbMetRS inhib	SUMO1 PPI mod
COc1cccc(N(C(=O)Cn2nnc(-c3ccc(C)cc3)n2)C(C(=O)NC(C)(C)C)c2c[nH]c3ccccc23)c1 (centres undefined)	-11	i	-7	-0.3	17	3.2	-3	3	-0.5	1
COc1ccc(C(=O)C(=NNc2ccccc2)c2ccc(OC)cc2)cc1	-10	i	-5	1.8	-12	2.3	-2	2	-0.4	-4
CCOC(=O)N1CCN(C(=O)C[C@@H]2C[C@@]3(C(=O)OC)CC(C)(C)CC=C3N(Cc3ccccc3)C2=O)CC1	.	.	.	-1.6	.	-0.8	-2	.	-0.8	-1
O=C(CCCn1c(=S)[nH]c2ccccc2c1=O)N1CCN(c2cccc(Cl)c2)CC1	-7	+	-6	3.1	25	2.8	9	1	-0.2	1
Cc1ccc(CCCNC(=O)C2CCC(=O)N(Cc3cccc(F)c3)C2)cc1 (centres undefined)	3	i	1	-1.5	-4	-1.3	3	-3	-0.7	-1
CCN(CC)S(=O)(=O)c1ccc2oc(C(=O)N3CCOCC3)c(C)c2c1	-4	i	1	-0.1	7	-0.9	1	3	-0.3	1
COc1ccc(S(=O)(=O)N2CCC(C(=O)NCc3ccco3)CC2)cc1	29	i	6	-0.3	-1	-1.2	1	9	0.9	3
CC(C)CN(C(=O)COC(=O)c1ccc2ccccc2n1)C1CCS(=O)(=O)C1 (centres undefined)	-2	i	0	-0.4	-1	-1.3	-1	4	0.3	-3
O=S(=O)(NCCNc1nccc(C(F)(F)F)n1)c1ccccc1	-4	i	-1	-0.4	4	0.1	-5	-3	0.3	7
c1ccc(-c2n[nH]c3c2CCC3)cc1	1	i	-1	-0.6	8	-1.5	0	4	-0.3	1
COc1ccc(OC)c(CCNC(=O)CCc2nnc3ccc(N4CCOCC4)nn23)c1	-4	i	-2	-0.2	2	0.1	3	-4	-0.2	1
CN(C)c1ccnc(Nc2ccccc2)c1C#N	-6	i	-1	0.1	-5	-0.2	-12	1	0.2	30
c1ncn(C23CC4CC(CC(C4)C2)C3)n1	-2	i	6	-0.7	1	-0.2	-6	-1	-0.3	-1
COCCNC(=O)C1(C)CCCN(Cc2cc(-c3ccccc3)n(C)n2)C1 (centres undefined)	.	i	2	0.1	-1	-0.2	-5	-4	0.4	1
O=C(CN1CCOCC1)Nc1ccc(C2CCCCC2)cc1	-11	i	2	0.7	-4	-0.7	2	2	-0.1	-1
COc1ccc(CNC(=O)CSc2nc3ccc(C)cc3[nH]2)cc1OC	-10	i	-2	1.0	-8	-0.5	-1	1	8.9*	0
COc1cccc(C(O)c2nc(-c3cccc(C#N)c3)cs2)c1 (centres undefined)	.	i	-3	1.1	-12	0.5	-2	-2	-0.1	6
CCOCCCNC(=S)N1CCN(c2nc(-c3ccccc3)cs2)CC1	-4	i	-4	0.6	-4	0.3	1	0	-0.7	0
CCN(Cc1ccccc1)C(=O)CCNS(=O)(=O)c1cc(Br)cnc1N	-2	i	1	1.5	-3	0.0	1	2	-0.2	-2
Cc1ccccc1C(=O)NNS(=O)(=O)c1cccc([N+](=O)[O-])c1	-5	i	2	-0.3	6	-0.4	1	-1	0.2	-12
Cc1cc2c(cc1C)[n+](C)cn2CC(O)COCc1ccccc1 (centres undefined)	33	i	5	0.1	3	-0.2	-3	1	-0.5	-2
CCOc1ccc(NC(=O)C2CCN(S(=O)(=O)c3ccc4c(c3)CC(C)N4C(C)=O)CC2)cc1 (centres undefined)	-6	i	1	0.7	0	0.8	-6	0	0.1	1
CCOC(=O)C1CCN(C(=O)c2ccc3snnc3c2)CC1	1	i	1	0.0	0	-1.4	-1	-3	-0.5	0
CN(C)CCn1c2c(c(SCC(=O)N3CCc4ccccc43)nc1=O)CCCC2	-5	i	1	2.0	4	2.3	-1	-1	-0.4	1
CON(C)S(=O)(=O)c1cccc(C(=O)N(CC(=O)Nc2ccccc2C(F)(F)F)Cc2ccco2)c1	-5	i	-3	-0.7	-5	-1.0	-3	2	0.1	-2
O=C(Nc1ccc(F)cc1F)N1CCC(c2nc3ccccc3o2)CC1	-1	i	-2	-0.5	3	0.5	-5	-1	-0.3	-3
COc1ccc(O)c(C(=O)c2cc(C#N)c(=O)n(-c3c(C)n(C)n(-c4ccccc4)c3=O)c2)c1	-2	i	0	2.2	2	-0.5	23	9	0.5	-9
O=C(O)c1ccc(-n2nnnc2SCc2cccc(Br)c2)cc1	-12	i	1	0.3	-6	-2.6	6	-1	-0.1	2
COc1ccc(/C=N/NC(=O)CSc2nnc(CCCc3ccc(OC)c(C)c3)o2)cc1	-15	i	-1	-1.1	-9	1.9	3	2	-0.3	7
COC(=O)CCc1c(C)[nH]c(C(=O)OCc2ccccc2)c1C	-8	i	-5	0.6	-2	-0.4	1	-2	0.2	-2
Cc1cc(=O)oc2c3c(cc(OCC(=O)N[C@@H](Cc4ccccc4)C(=O)O)c12)OC(C)(C)CC3	-4	i	0	2.0	-5	-1.2	9	-2	-0.2	1
O=C(CSc1n[nH]c(=O)[nH]c1=O)Nc1cccc(S(=O)(=O)N2CCOCC2)c1	3	i	-5	-0.9	1	-1.9	-9	1	0.4	1
COc1ccc(-c2nc(=S)n3ccsc3n2)cc1OC	-9	i	9	1.7	1	-0.8	-4	0	3.5	-27
Cc1ccc(C)c(N2CCN(c3ccc(N4C(=O)COCC4=O)cc3[N+](=O)[O-])CC2)c1	-5	i	0	-0.4	-4	0.0	-10	-2	-1.1	-12
c1ccc(-c2nc(-c3ccco3)n3ccccc23)cc1	-8	i	57*	0.3	15	7.9	13	1	-0.4	23
Cc1cccc(/C=N/NC(=O)c2cc(C3CC3)nc3ccccc23)n1	-16	i	7	0.5	-5	-2.3	-3	-6	-1.0	-4
CC1(C(=O)NS(=O)(=O)c2ccc(Cl)s2)CCN1C(=O)CCc1ccccc1 (centres undefined)	.	i	1	-0.8	1	-1.0	-3	-3	0.6	1
COc1ccccc1CNCC(=O)Nc1cc(S(=O)(=O)N2CCCCCC2)ccc1Cl	-5	i	-4	-0.4	-6	-1.3	-1	0	-0.8	-1
CCN(C(=O)CN1C(=O)c2ccccc2S1(=O)=O)C1CCCCC1	-5	i	0	0.3	-1	-0.9	-6	0	-0.3	3
COc1ccc(NC(=O)C2CCCN(S(=O)(=O)c3ccc4c(c3)oc(=O)n4C)C2)cc1OC (centres undefined)	-6	i	-2	-0.4	-5	-2.6	4	0	0.1	3

Arranged by heavy-atom count (falling): some entries from above.
molecule	Scp-1 inhibitor	Rpn11 block	DNMT1 block	MsrA inhibitor	NadD block	LMPTP inh	CSN deneddyl inh	STEP block	TbMetRS inhib	SUMO1 PPI mod
CON(C)S(=O)(=O)c1cccc(C(=O)N(CC(=O)Nc2ccccc2C(F)(F)F)Cc2ccco2)c1	-5	i	-3	-0.7	-5	-1.0	-3	2	0.1	-2
Cc1ccc(C)c(N2CCN(c3ccc(N4C(=O)COCC4=O)cc3[N+](=O)[O-])CC2)c1	-5	i	0	-0.4	-4	0.0	-10	-2	-1.1	-12
O=C(CCCn1c(=S)[nH]c2ccccc2c1=O)N1CCN(c2cccc(Cl)c2)CC1	-7	+	-6	3.1	25	2.8	9	1	-0.2	1
Cc1cccc(/C=N/NC(=O)c2cc(C3CC3)nc3ccccc23)n1	-16	i	7	0.5	-5	-2.3	-3	-6	-1.0	-4
Cc1cc2c(cc1C)[n+](C)cn2CC(O)COCc1ccccc1 (centres undefined)	33	i	5	0.1	3	-0.2	-3	1	-0.5	-2
COc1ccc(-c2nc(=S)n3ccsc3n2)cc1OC	-9	i	9	1.7	1	-0.8	-4	0	3.5	-27
c1ccc(-c2n[nH]c3c2CCC3)cc1	1	i	-1	-0.6	8	-1.5	0	4	-0.3	1

Other entries follow:
molecule	Scp-1 inhibitor	Rpn11 block	DNMT1 block	MsrA inhibitor	NadD block	LMPTP inh	CSN deneddyl inh	STEP block	TbMetRS inhib	SUMO1 PPI mod
CCOc1ccc(CCNC(=O)C(CCC(N)=O)NC(=O)OCc2ccccc2)cc1OCC (centres undefined)	-5	i	-2	0.7	0	-1.1	0	-2	0.1	1
OC(COc1c(F)cc(Br)cc1F)CN1CCN(c2ccc(F)cc2)CC1 (centres undefined)	-6	i	4	0.2	-4	0.6	4	-2	-0.8	-1
C=CCn1cc(C(=O)NCCOC)c(=O)c2cc(S(=O)(=O)N(CC)CC)ccc21	-6	i	-2	1.0	0	-0.5	-2	0	-0.4	1
CC(C)(C)C(=O)NCCCc1nc2ccccc2n1CCCOc1ccc(Cl)cc1	-2	i	-6	-0.2	-3	3.4	-8	3	0.7	-1
